# D1 potentiator: enhances dopamine response at the human D1 receptor; P21728; actives 0.036% (n = 360,000); AID 504651; potentiation, % at 10 µM; HEK293 TREx D1 cells, calcium flux, dopamine EC20 potentiation; in the data active means potentiation above about 30%; further: 0% is about no effect
# GRP78 ERSR act: inducers of ER stress response in human glioma cells | actives 0.02% (n = 420,000) | U87-MG GRP78 promoter luciferase reporter, 16 h | AID 602332 | Potency, µM, without a hit: at the top dose activation, usual class: activators; further: potency means the concentration at half of the fitted maximal effect; series mostly up to about 76 µM; % of control where 0% means no effect; nearly all actives have a fitted effect of over 35% in size
#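 Stably transfected U87-MG human glioma cells carrying a GRP78-based luminescent sensor were seeded at 1000 cells/well, pin-dosed with compounds and incubated 16 h. Luciferase reagent was then added, and end-point luminescence was read after 10 min at room temperature.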
# Vif-APOBEC3G blk: Vif-A3G binding inhibition. Q9HC16. AID 602310. actives 0.076% (n = 410,000). HeLa A3G-eYFP + Vif (tagged APOBEC3G with the HIV-1 protein that degrades it), YFP fluorescence, overnight. Potency, µM (top dose mostly 46.1 µM), for the others: top-dose activity, negative = active, hits mostly inhibitors;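 further: potency means the concentration at half of the fitted maximal effect; on the % scale 0 is the no-effect control and ±100 the full control effect; nearly all actives have a fitted effect of over 60% in size; hits raise eYFP signal because A3G escapes Vif-driven loss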
#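 Read-out is eYFP fluorescence (Ex 488/Em 500-530) from Vif-expressing HeLa A3G-eYFP cells; more signal means A3G escaped Vif-mediated degradation. Cells plated overnight, compound pinned in, incubated overnight at 37 deg C.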
# RXFP1 antag: blocks the human relaxin receptor RXFP1 | Q9HBX9 | HEK293-RXFP1, relaxin-stimulated cAMP HTRF, 30 min; stronger effect = lower value | activity change, negative = inhibition, % at 57.5 µM | actives 0.59% (n = 350,000);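 active means activity change of -60% or lower, but not beyond a set lower limit; inconclusive means change between -60% and -40%, or beyond the set limit; inactive means change above -40%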; further: on the % scale 0 is the no-effect control and ±100 the full control effect
# Target sequence (Q9HBX9 whole entry, looked up): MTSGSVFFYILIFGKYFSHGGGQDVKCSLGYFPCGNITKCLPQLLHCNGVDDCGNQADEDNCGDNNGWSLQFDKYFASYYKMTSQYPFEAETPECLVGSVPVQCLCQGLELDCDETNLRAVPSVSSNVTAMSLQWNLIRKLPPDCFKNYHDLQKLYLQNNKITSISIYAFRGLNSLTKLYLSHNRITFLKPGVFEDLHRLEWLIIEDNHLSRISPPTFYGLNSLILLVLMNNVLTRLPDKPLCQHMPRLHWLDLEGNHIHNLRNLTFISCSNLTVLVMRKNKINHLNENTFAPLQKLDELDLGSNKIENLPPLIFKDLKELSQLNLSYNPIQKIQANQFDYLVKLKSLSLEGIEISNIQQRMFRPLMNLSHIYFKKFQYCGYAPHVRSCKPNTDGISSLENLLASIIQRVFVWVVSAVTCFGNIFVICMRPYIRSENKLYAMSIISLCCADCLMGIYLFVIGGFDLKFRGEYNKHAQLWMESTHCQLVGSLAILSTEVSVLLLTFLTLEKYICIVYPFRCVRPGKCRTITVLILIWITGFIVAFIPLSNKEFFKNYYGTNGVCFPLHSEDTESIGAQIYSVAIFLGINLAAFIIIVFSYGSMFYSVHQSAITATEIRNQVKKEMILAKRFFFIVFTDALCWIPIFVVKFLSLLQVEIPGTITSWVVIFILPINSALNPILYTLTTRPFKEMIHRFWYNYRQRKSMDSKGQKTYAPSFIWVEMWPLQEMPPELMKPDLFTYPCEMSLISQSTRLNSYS
# D2 potentiator: positive allosteric modulators of human D2 dopamine receptor; P14416; HEK293 T-REx D2, calcium flux, EC20 dopamine potentiation; potentiation, % at 10 µM; actives 0.34% (n = 340,000);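 active means potentiation over 3 SD above the plate norm, cut at about 30% in these data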; further: 0% is about no effect
#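 Using a no-wash calcium dye in inducible, force-coupled HEK293 Trex cells expressing D2, we tracked fluorescence each second for 180 s after compound, then for 180 s after EC20 dopamine to detect augmented signalling.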
# D1 antagonist: blocks dopamine activation of the human D1 receptor | actives 3.2% (n = 360,000) | AID 504652 | activity change, negative = inhibition, % at 10 µM | HEK293 TREx D1 cells, calcium flux, dopamine EC80; stronger effect = lower value | P21728; in the data active means activity change below about -30%; further: on the % scale 0 is the no-effect control and ±100 the full control effect
#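 Tetracycline-induced HEK293 Trex D1 cells, force-coupled to calcium, dye-loaded; compounds added and read 180 s, then EC80 dopamine added and calcium flux tracked kinetically another 180 s.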
# Vif-APOBEC3F blk: blocks the Vif interaction with APOBEC3F; HeLa A3F-eYFP + Vif (tagged APOBEC3F with the HIV-1 protein that degrades it), YFP fluorescence increase; Potency, µM (highest dose often 46.1 µM), for inactives: at the highest dose activity, negative = active; actives 0.2% (n = 390,000); AID 602313; further: potency means the concentration at half of the fitted maximal effect; % of control where 0% means no effect; nearly all actives have a fitted effect of over 65% in size
#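 HeLa cells stably expressing A3F-eYFP plus Vif, plated and incubated overnight at 37 deg C, then exposed to compounds overnight at 37 deg C. Blocked degradation read as raised yellow fluorescence (Ex 488/Em 500-530).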
# D1 agonist: agonists of human D1 dopamine receptor; HEK293 T-REx D1 cells, calcium flux, agonist mode; actives 1% (n = 360,000); activation, % at 2 µM; P21728; AID 504660; in the data active means activation above about 30%; further: 0% is about no effect
#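 Tetracycline-induced HEK293 TREx D1 cells, force-coupled to calcium signalling, were dye-loaded with a no-wash calcium kit. Compound was pin-added after a 10 s baseline. Fluorescence was read kinetically at 1 cycle/s for 180 s, with calcium rises flagged as agonism.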
# RXFP1 ag: agonists of human relaxin receptor RXFP1; AID 2676; HEK293T-RXFP1 cAMP TR-FRET, 30 min; response scale: percent of porcine relaxin response, buffer zero; actives 0.3% (n = 370,000); Potency, µM (series often up to 57.5 µM), for the others: top-dose activation, usual class: activators; further: potency means the concentration at half of the fitted maximal effect; on the % scale 0 is the no-effect control and ±100 the full control effect; nearly all actives have a fitted effect of over 60% in size; many of its hits are not listed in these tables
#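 Agonist response is measured as cAMP accumulation in an RXFP1-transfected HEK293T line under PDE4 inhibition. Values are scaled between buffer-only and 29 nM porcine relaxin, and EC50s come from standard Hill equation fits.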
# Active calls of the source: *; ? = inconclusive; . = no result given; & = joins results of further samples. Unless noted, the call rests on the fitted dose curve; in most records, active means well fitted curve in the direction sought with a large enough effect; inconclusive means small, poorly fitted or top-dose-only effect, or another doubt; inactive means no such curve, though single readings can be large; an effect the other way counts as inactive or inconclusive. Not all compounds are listed; count on the stated rates, not on these rows.
SMILES,D1 potentiator,GRP78 ERSR act,Vif-APOBEC3G blk,RXFP1 antag,D2 potentiator,D1 antagonist,Vif-APOBEC3F blk,D1 agonist,RXFP1 ag
CCOc1cc2c(cc1OCC)C(c1ccccc1)N(c1ccc(C(=O)O)cc1)C(=O)C2 (configuration not stated),-2,1%,1%,-1,.,13,0%,0,-4.5%
CCN(Cc1cc(=O)n2ccsc2n1)Cc1nc2ccccc2c(=O)[nH]1,-3,4%,2%,13,8,6,?,2,30%
C/C(=C\C(=O)c1ccc(C)cc1)Nc1cccc(O)c1,-11,10%,0%,11,-4,-27,-6%,3,-1.0%
Cc1c(C(=O)NCc2ccccc2)sc2nc[nH]c(=O)c12,-3,-4%,-4%,-12,-2,-9,2%,1,11%
CCOC(=O)C(C)On1c(-c2cccc(Cl)c2)nc2ccc([N+](=O)[O-])cc21 (configuration not stated),-15,-7%,1%,-29,0,-12,4%,9,-0.2%
COc1ccc(/C=C/C(=O)O)cc1S(=O)(=O)N1CCCCC1,2,-6%,-1%,-10,6,-2,-6%,6,2.0%
CN(CC(=O)Nc1cc(Cl)ccc1C#N)C1CCS(=O)(=O)C1 (configuration not stated),2,-5%,-16%,4,-5,-10,4%,0,-0.3%
Clc1ccc(C2=Nc3cc(Cl)ccc3OC2)cc1,-3,-2%,-8%,-7,12,.,2%,2,1.3%
C#Cc1ccc([C@H]2C=C(C(=O)OCC=C)O[C@@H](OCC)[C@@H]2CCCO)cc1,-6,-6%,-7%,.,-12,-16,-4%,1,0.7%
C=CCn1c(CCCNC(=O)c2ccccc2OC)nc2ccccc21,1,-4%,2%,-8,-12,-20,11%,1,0.3%
C=CCc1c(N(CC)CC)nc(C)[nH]c1=O,3,-2%,0%,-8,-6,-16,-3%,1,-2.4%
COc1cc(C(CCN2CCN(c3ccccc3)CC2)c2c(OC)cc(OC)c3c(C)cc(=O)oc23)cc(OC)c1OC (configuration not stated),-13,-4%&-2%,2%&0%,.,-15,-81*,0%,0,1.2%
CCn1cc(C(=O)N2CCCC2)c(=O)c2cc(S(=O)(=O)N(C)C)ccc21,-1,4%,0%,2,16,18,1%,1,3.0%
O=C(CN1CCN(c2ncc(C(F)(F)F)cc2Cl)CC1)NC(=O)NCc1ccccc1,-5,-4%,0%,-9,1,13,-10%,2,0.6%
CCN1CCN(S(=O)(=O)c2ccc(Cl)c(C(=O)Nc3ccc(OC(F)F)cc3)c2)CC1,-13,-4%,-1%,-20,3,-33*,4%,8,-0.4%
O=C(NNC(=S)Nc1cccc2ccccc12)c1cccc(Br)c1,1,2%,-9%,-20,-6,-5,9%,5,1.8%
COc1cc(NC(=O)C(NS(=O)(=O)c2ccc3c(c2)CCCC(=O)N3)C(C)C)cc(OC)c1 (configuration not stated),-2,-3%,6%,.,0,13,9%,1,-0.1%
O=C(Nc1ccccn1)c1ccc(Cl)c(S(=O)(=O)N2CCc3ccccc32)c1,-8,0%,1%,-1,18,-5,3%,12,0.3%
Cc1ccc(NC(=O)CN2C(=O)CCc3cc(S(=O)(=O)N4CCCCC4)ccc32)cc1N(C)C,0,-2%,-12%,.,-10,6,2%,-2,3.7%
Cc1cccc(Cn2nnc3ccccc32)c1O,-4,-4%,3%,.,-14,2,-8%,5,0.5%
COc1ccccc1NC(=O)Nc1cc(F)ccc1F,-1,5%,0%,-2,-5,-4,9%,-1,2.2%
CC(=O)Nc1ccc(Nc2c([N+](=O)[O-])c(=O)n(-c3ccccc3)c3ccccc23)cc1,-2,-10%,0%,-4,4,9,8%,0,-1.7%
CC(CC(=O)N1CCc2ccccc21)S(=O)(=O)c1ccc2c(c1)NC(=O)CO2 (configuration not stated),-2,-4%,2%,33,-6,5,-5%,3,0.5%
Clc1ccc(CSc2ccc(-c3cccs3)nn2)cc1,-9,0%,1%,1,6,-15,3%,17,14%
COC(=O)CC1SCCNC1=O (configuration not stated),1,-6%,-4%,2,-11,-26,1%,2,-0.2%

# 3 entries from above, ordered by the number in RXFP1 ag, smallest number first:
smiles | D1 potentiator | Vif-APOBEC3G blk | RXFP1 antag | D2 potentiator | D1 antagonist | Vif-APOBEC3F blk | D1 agonist | RXFP1 ag
CN(CC(=O)Nc1cc(Cl)ccc1C#N)C1CCS(=O)(=O)C1 (configuration not stated) | 2 | -16% | 4 | -5 | -10 | 4% | 0 | -0.3%
O=C(Nc1ccccn1)c1ccc(Cl)c(S(=O)(=O)N2CCc3ccccc32)c1 | -8 | 1% | -1 | 18 | -5 | 3% | 12 | 0.3%
Clc1ccc(CSc2ccc(-c3cccs3)nn2)cc1 | -9 | 1% | 1 | 6 | -15 | 3% | 17 | 14%

# New compounds follow:
SMILES,D1 potentiator,GRP78 ERSR act,Vif-APOBEC3G blk,RXFP1 antag,D2 potentiator,D1 antagonist,Vif-APOBEC3F blk,D1 agonist,RXFP1 ag
CCOC(=O)c1c(CN2CCCCC2C)oc2ccc(OC)cc12 (configuration not stated),2,3%,-6%,-17,.,-3,-6%,4,3.7%
Cc1cccn2cc(CSc3nnc(Nc4ccc(C(C)C)cc4)s3)nc12,5,-2%,5%,0,9,-5,3%,0,0.8%
Cc1cc(N=Cc2c(O)ccc3cc(Br)ccc23)no1,-2,-5%,-6%,3,0,-3,?,6,13%
O=C(CC(Sc1ccccc1)c1cccs1)c1ccco1 (configuration not stated),-4,-1%,-25%,-17,-8,-5,-16%,2,0.8%
CC1=C(C(=O)OCc2ccc3c(c2)OCO3)C(c2ccccc2OCc2ccccc2)NC(=O)N1 (configuration not stated),1,-2%,1%,13,8,7,-2%,14,-0.5%
CC(=O)c1cccc(S(=O)(=O)NC2CC2)c1,-4,-3%,0%,.,2,-15,3%,1,-0.4%
Cc1cccc(-c2ccc3[nH]c4c(c3c2)CCN2C[C@@H]([C@H](C)O)[C@@H](N(C)C(=O)NC3CCCCC3)C[C@@H]42)c1,.,-9%,-22%,-1,.,.,?,.,.
C=CCNS(=O)(=O)c1cccc(C(C)=O)c1,2,3%,3%,0,2,5,-9%,-1,3.1%
COC(=O)C1=C(C)C(c2ccc(OC)cc2)NC(=O)N1 (configuration not stated),-4,5%,0%,14,.,3,-8%,1,-1.2%
N#C/C(=C/c1ccc(-c2ccccc2)o1)c1nc(-c2cccs2)cs1,-6,6%,?,4,10,-8,?,215*,0.9%
CC(=O)c1cccc(S(=O)(=O)N(CCCO)Cc2cc3ccc(C)cc3[nH]c2=O)c1,-1,-2%,1%,-14,5,5,-2%,1,1.0%
Cn1c(N)nc2nc[nH]c2c1=S,.,-4%,-3%,-3,.,.,-18%,.,.
COc1cccc(/C=C/C(=O)OCC(=O)c2ccc[nH]2)c1,.,?,-6%,0,.,.,1%,.,.
COc1ccccc1CNC(=O)COC(=O)c1cc(=O)c2ccccc2o1,.,-4%,3%,-8,.,.,-3%,.,.
CC1CCCN(C2=C(NS(=O)(=O)c3ccc(Cl)cc3)C(=O)c3ccccc3C2=O)C1 (configuration not stated),3,6%,-6%,-10,-2,-4,-1%,0,0.9%
COc1ccc(C)cc1NC(=O)c1ccc(NS(=O)(=O)c2cccs2)cc1,-1,-3%,-1%,21,6,3,0%,-1,-3.0%
CSCCC(NS(=O)(=O)c1ccccc1F)C(=O)N1CCCCCCC1 (configuration not stated),-6,-1%,1%,-5,2,29,1%,3,0.4%
CN(C)CCN(Cc1ccccc1)c1ccnc(N(C)C)c1C#N,0,-2%,0%,-4,-5,-10,7%,2,1.4%
O=S(=O)(Cc1ccccc1)Nc1ccc(Br)cn1,0,0%,-11%,8,19,8,5%,2,2.5%
Cc1ccc(S(=O)(=O)Oc2ccccc2/C=C2\SC(=O)NC2=O)cc1,1,-3%,0%,-5,6,-18,10%,9,-1.2%
COC(=O)c1sc2cccc(F)c2c1S(=O)(=O)N1CCN(c2ccc(F)cc2)CC1,-1,-4%,-1%,-13,14,6,1%,2,9.1%
C(=N\NCc1ccccc1)/c1ccc2ncccc2c1,-4,-9%,1%,-7,-7,-10,2%,2,0.8%
Cc1cc(C)cc(N(C(C)C(=O)Nc2c(C)n(C)n(-c3ccccc3)c2=O)S(C)(=O)=O)c1 (configuration not stated),-3,-3%,1%,-2,-9,-5,-14%,3,3.8%
CCOc1ccc2nc(NC(=O)CS(=O)(=O)c3ccc(Cl)cc3)sc2c1,-1,-3%,-21%,?,5,.,?,-3,2.5%
Cc1noc(C)c1CCC(=O)N1CCCC(CCC(=O)NCc2ccccc2F)C1 (configuration not stated),-1,0%,1%,-16,-5,4,23%,0,1.2%

# The results go on:
SMILES,D1 potentiator,GRP78 ERSR act,Vif-APOBEC3G blk,RXFP1 antag,D2 potentiator,D1 antagonist,Vif-APOBEC3F blk,D1 agonist,RXFP1 ag
CC(C)(C)NC(=O)NC(=O)CN1C(=O)NC(c2ccccc2)(c2ccccc2)C1=O,-15,-7%,4%,-13,.,9,-7%,6,0.7%
CCCCNC(=O)CSc1nnc(Cc2ccc(Cl)c(Cl)c2)c(=O)[nH]1,2,-2%,3%,10,-8,-4,5%,-3,0.7%
O=C1CCCC(O)=C1Sc1ccccc1C(=O)O,-2,-2%,3%,-2,1,-1,0%,4,3.3%
O=C(CN1CCCCC1)NNC(=O)c1cccc(Br)c1,.,-3%,-1%,4,-5,-1,-5%,5,1.8%
Cc1cccc(N2CCN(c3ncnc4c3nc3n4CCCCC3)CC2)c1C,3,-3%,-3%,.,3,0,1%,-1,1.4%
COc1ccc(CNC(=O)Nc2ccccc2)cc1,0,4%,3%,13,9,-9,3%,2,-2.1%
COc1cc(C(=O)NCCC(=O)NCCc2ccc(Cl)cc2)cc(OC)c1OC,-1,-1%,3%,5,-7,18,4%,1,0.7%
Cc1ccc2c(c1)NC(c1cccnc1)=NC(c1ccc(F)cc1)=N2,1,.,.,-2,-8,-8,.,0,-2.2%
COc1ccc(/C=C/C(=O)Nc2cc(C(F)(F)F)ccc2Cl)cc1,2,-2%,-4%,3,-21,-3,-2%,5,-2.1%

# Screening data as filed in PubChem BioAssay.
